IMPase cell inh = cell-permeable inhibitors of inositol monophosphatase (IMPase); P97697; CHO-M1 cells, IP1 accumulation, HTRF TR-FRET ratio; inhibition (IP1 accumulation), % at 46.1 µM; 120,000 tested, under 10 active; AID 901; active means well fitted curve in the direction sought with a large enough effect in the signal ratio, not every such curve was filed as active; inconclusive means small, poorly fitted or top-dose-only effect, or a change in a side signal; inactive means no such curve, though single readings can be large or run the other way; the % refers to the signal ratio;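 further: cells stimulated with carbachol in lithium chloride buffer; plate controls were DMSO basal wells for no effect and reference inhibitor wells for full effect; higher means more IMPase inhibition seen as more IP1 and lower FRET ratio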
Target sequence (P97697 whole entry, looked up): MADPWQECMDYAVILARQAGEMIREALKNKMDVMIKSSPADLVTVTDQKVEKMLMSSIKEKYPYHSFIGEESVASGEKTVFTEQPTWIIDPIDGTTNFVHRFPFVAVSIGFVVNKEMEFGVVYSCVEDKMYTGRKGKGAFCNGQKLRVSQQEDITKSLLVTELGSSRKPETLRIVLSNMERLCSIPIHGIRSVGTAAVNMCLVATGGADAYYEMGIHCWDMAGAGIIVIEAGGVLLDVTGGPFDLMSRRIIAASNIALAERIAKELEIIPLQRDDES
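CHO-M1 cells (CHO stably expressing M1 receptor), compound up to 46 uM final, stimulated with carbachol (50 uM as added) in buffer with 50mM LiCl, pH 7.4, 30 min at 37C. Cytosolic IP1 read by TR-FRET; AC50 from Hill fits.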
15-hLO-2 inh = blocks human 15-lipoxygenase 2 activity. purified 15hLO-2, xylenol orange hydroperoxide absorbance. Potency, µM (titrated, usually from 57.1 µM), inactives show at the highest dose activity change, negative = inhibition, actives largely listed as inhibitors. actives 0.56% (n = 110,000); further: potency means the concentration at half of the fitted maximal effect; nearly all actives have a fitted effect of over 60% in size; many of its hits are not listed in these tables
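Purified human 15hLO-2 (50 nM final) preincubated with compounds 15 min at room temperature in 25 mM Hepes pH 7.5, 0.01% Triton X-100, then 45 uM arachidonic acid added for 90 min; hydroperoxide detected via ferrous/xylenol orange, 573/405 nm absorbance ratio.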
PNC inhibitor = blocks assembly of the perinucleolar compartment; activity change (PNC), negative = inhibition, % at 10 µM; PC3M PTB-GFP, PNC prevalence imaging, 16 h; stronger effect = lower value; actives 3.1% (n = 140,000);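 active means readout at or below -70, meaning at least 70% loss of cells showing the perinucleolar compartment, a nuclear body marking cancer cells; inconclusive means readout between -30 and a set limit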;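 further: plate controls were DMSO wells for no effect and camptothecin positive control wells for full effect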
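Read-out is percentage of cells bearing a perinucleolar compartment, from automated 20x imaging of fixed, Hoechst-stained PC3M PTB-GFP cells. Cells were seeded 4 h, then exposed 16 h to compound (23 nl of library stock) in duplicate plates.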
ALOX12 inhib = 12-hLO (ALOX12) enzyme inhibition | Potency, µM (highest dose often 57.1 µM), without a hit: at the top dose activity change, negative = inhibition, usual class: inhibitors | P18054 | actives 0.12% (n = 150,000) | AID 1452 | purified 12-hLO, xylenol orange hydroperoxide absorbance; further: potency means the concentration at half of the fitted maximal effect; nearly all actives have a fitted effect of over 55% in size; many of its hits are not listed in these tables
Target sequence (P18054 whole entry, looked up): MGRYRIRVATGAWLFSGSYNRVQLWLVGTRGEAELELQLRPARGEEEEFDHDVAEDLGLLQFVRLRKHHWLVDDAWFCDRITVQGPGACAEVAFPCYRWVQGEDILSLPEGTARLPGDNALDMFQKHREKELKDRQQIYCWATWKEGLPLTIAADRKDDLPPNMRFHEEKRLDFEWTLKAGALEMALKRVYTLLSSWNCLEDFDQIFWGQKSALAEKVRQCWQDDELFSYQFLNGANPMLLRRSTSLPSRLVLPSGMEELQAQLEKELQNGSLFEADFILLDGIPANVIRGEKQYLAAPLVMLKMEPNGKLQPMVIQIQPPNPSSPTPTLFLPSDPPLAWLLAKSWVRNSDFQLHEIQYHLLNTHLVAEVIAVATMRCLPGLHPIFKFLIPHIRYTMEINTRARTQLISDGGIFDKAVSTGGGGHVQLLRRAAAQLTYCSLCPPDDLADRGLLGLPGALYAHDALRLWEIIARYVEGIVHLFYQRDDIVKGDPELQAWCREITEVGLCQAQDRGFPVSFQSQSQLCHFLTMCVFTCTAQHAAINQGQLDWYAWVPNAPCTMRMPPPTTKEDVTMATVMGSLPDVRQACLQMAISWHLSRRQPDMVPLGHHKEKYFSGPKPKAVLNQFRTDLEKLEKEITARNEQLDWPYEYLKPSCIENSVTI
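Xylenol orange chromogenic assay: hydroperoxide from 12hLO oxidises Fe(II), giving red-shifted Fe(III)-XO absorbance. Conditions: 150 nM enzyme, 40 uM arachidonic acid, 25 mM Hepes pH 7.0, 0.01% Triton X-100, 30 min, room temperature.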
Numbers without * were called inactive; ? = inconclusive; · = not tested or not shown; [ ] = dose if it differs, or a comment. Unless noted, the call rests on the fitted dose curve; in most records, active means well fitted curve in the direction sought with a large enough effect; inconclusive means small, poorly fitted or top-dose-only effect, or another doubt; inactive means no such curve, though single readings can be large; an effect the other way counts as inactive or inconclusive. Unless noted, on the % scale 0 is the no-effect control and ±100 the full control effect.

SMILES | IMPase cell inh | 15-hLO-2 inh | PNC inhibitor | ALOX12 inhib
C/C(Cl)=C\Cn1c(=O)c2c(nc3n2CCS3)n(C)c1=O | -8 | 11% | 5 | -4%
CS(=O)(=O)N(CCc1ccccc1)CC(=O)NCc1ccncc1 | -2 | -5% | 37 | 6%
Cc1ccc(C)c(C(=O)n2cnnc2N)c1 | ? | 12% | ? | -2%
COc1ccc(OC)c(NC(=O)Nc2cccc(Cn3cccn3)c2)c1 | -1 | 7%[2.29 µM] | 17 | -6%
O=C(O)CCC(=O)Nc1ccc(Cc2ccc(NC(=O)CCC(=O)O)cc2)cc1 | -5 | -4% | -23 | 4%
CN(C)C1C(=O)C(C(N)=O)C(=O)C2(O)C(=O)C3C(=O)c4c(O)ccc(Cl)c4C(O)C3CC12 (stereo unspecified) | · | -1%[0.0915 µM] | · | -2%[0.00818 µM]
O=C(O)C1C2C=CC(O2)C1C(=O)NCCCn1ccnc1 (stereo unspecified) | 3 | -2% | -2 | -3%
CC1=Nc2ccccc2/C1=C\c1nc(-c2ccc(F)cc2)oc1O | 1 | -4% | 57 | -22%
CCn1nnc(NC(=O)c2ccc(C(C)(C)C)cc2)n1 | 0 | -4% | 27 | 2%
COc1ccccc1NCCC(=O)OCC(=O)Nc1ccc(Cl)cn1 | -3 | -12% | ? | -2%
CN1CCN(NS(=O)(=O)c2cccs2)CC1 | · | · | -9 | 3%
CCCC(C(=O)OCC)P(=O)(c1ccccc1)c1ccccc1 (stereo unspecified) | 0 | 7% | 5 | 6%
CCn1cc([N+](=O)[O-])c(C(=O)N2CCCC2)n1 | 7 | -1% | 9 | 4%
CNC(=O)N(O)C1N(NC(=O)Nc2cccc3ccccc23)C(=S)SC1(C)C (stereo unspecified) | 8 | · | ? | -2%
CN1CCN(S(=O)(=O)c2ccc(Sc3nnnn3-c3ccccc3)c([N+](=O)[O-])c2)CC1 | · | · | 8 | 2%
O=c1[nH]c(-c2ccncc2)nc2ccccc12 | 0 | -7% | 7 | -3%
Cc1nc(N(C)C)ncc1C(=O)O | -10 | · | ? | 5%
CC(=O)NCc1nc2ccccc2n1C(C)C | 1 | 0% | 6 | -6%
CCN(CC)CC#CC(C)OCOCC#CCOC (stereo unspecified) | -1 | 0% | 22 | -2%
COc1ccc(-c2nc3ccccc3c(=O)n2NC(=S)N(C)C)cc1 | 3 | · | -16 | -1%
O=C(COc1ccc2c(c1)C(=O)CC1(CCCCC1)O2)NCc1ccccc1 | 7 | 3% | -17 | -6%
CCc1ccc(-c2ccc(C(=O)O)c(C)n2)cc1 | · | · | -24 | -1%
Cc1cccc(C(=O)NCCN2CCCC2)c1 | -4 | 13% | 13 | -2%
CCOC(=O)CCNC(=O)Nc1ccc2nc(C)n(Cc3ccccc3Cl)c(=O)c2c1 | -22 | 4% | -5 | 9%
CCOC(=O)CSc1nnc(-c2ccco2)n1C | -3 | 3% | 22 | -4%
O=C(O)C1CC=CCC1C(=O)NCCc1ccccc1 (stereo unspecified) | 5 | -7% | ? | 2%
Cc1cc(C)c(C(=O)CSc2nc(C)cc(C)c2C(N)=O)c(C)c1 | 6 | · | -2 | -1%
CN(C)c1ccc(C2C3=C(CCCC3=O)OC3=C2C(=O)CCC3)cc1 | 28 | 1% | ? | 0%
O=C1N/C(=N\N=C\c2cccs2)SC1Cc1cccc(Cl)c1Cl (stereo unspecified) | -3 | · | -5 | 1%
Cn1ncc(Cl)c1C(=O)N1CCc2ccccc21 | -7 | 0% | -3 | 3%
O=C(c1ccco1)N1CCN(C2CC(=O)N(c3ccc4c(c3)OCO4)C2=O)CC1 (stereo unspecified) | -7 | -8% | 7 | -4%
Nc1ccc(-n2ccnc2)cc1 | 1 | 10% | 11 | -2%
Cc1cc(C)cc(N2Cc3ccccc3C2)c1 | 0 | -20% | -1 | -3%
O=C(c1ccccc1F)N1CCN(Cc2ccccc2F)CC1 | -7 | -23% | 30 | -17%
CC1(C)CC(=O)C(C#N)=C(NCCCO)C1 | -9 | -2% | 39 | 7%
NC(=O)NC(=O)Nc1ccccc1Cl | 4 | -11% | -12 | 0%
O=C(CN1C(=O)c2cccc3cccc1c23)Nc1ccc(S(=O)(=O)N2CCOCC2)cc1 | ? | · | -16 | -1%
C=CCn1c(SCC(=O)NCc2ccc3c(c2)OCO3)nc2scc(-c3ccccc3)c2c1=O | 4 | 4% | 99 | -5%
N#Cc1nc(-c2cccs2)oc1NCC1CCCO1 (stereo unspecified) | -25 | 2% | 20 | 4%
S=C(NCc1ccco1)Nc1ccc(Cl)c(Cl)c1 | -18 | ? | 4 | 18µM*
O=c1c(O)c(-c2ccc(O)cc2)oc2ccccc12 | · | 0% | · | -17%
Cc1ccc2c(Cl)cc(Cl)c(OCC(=O)Nc3cc(S(=O)(=O)N(C)C)ccc3C)c2n1 | 4 | · | ? | -1%
CCCCOc1ccc(S(=O)(=O)NNC(=O)C2Cc3c(ccc4ccccc34)O2)cc1 (stereo unspecified) | -8[1.84 µM] | -10%[11.4 µM] | 11 | -3%
COc1cccc(/C=N/Nc2snc(SC)c2C#N)c1 | 6 | -21% | 3 | -12%
CCOC(=O)N1CCC(n2c(SCC(=O)Nc3ccccc3OC)nc3ccccc3c2=O)CC1 | 16 | 3% | ? | -14%
COCCn1c(=O)cnc2cnc(OCc3ccccc3)nc21 | · | -1% | · | 5%
CN(C)C(=O)c1ccc(-c2nnc(NCc3ccccc3)c3ccccc23)cc1 | -2 | · | 24 | -3%
Fc1ccccc1OCCSc1nc2ccccc2o1 | 3 | -3% | -11 | -5%
CCC1Oc2ccccc2N(CC(=O)Nc2ccc3c(c2)OCCO3)C1=O (stereo unspecified) | -15[1.84 µM] | · | -94* | 0%
O=C(CCSCc1ccccc1Cl)NC1CCCC1 | 0 | · | -14 | -2%
[Cu].[O-]/N=C1/C(=[OH+])Nc2ccccc21.[O-]Nc1c(O)[nH]c2ccccc12 | · | -7%[11.4 µM] | · | -4%[11.4 µM]
Cc1c(C(=O)OCc2nc3scc(-c4ccccc4)c3c(=O)[nH]2)cccc1[N+](=O)[O-] | · | · | -16 | 2%
O=C(CCCN1C(=O)c2ccccc2C1=O)NCc1cccnc1 | 7 | -2% | 14 | -3%
COc1ccc2c(c1)CCc1c(C(=O)NCc3cccnc3)noc1-2 | 6 | 5% | -29 | 1%
CCOc1ccc(-n2c(SCC(N)=O)nc3c([nH]c4ccccc43)c2=O)cc1 | 6 | 1% | ? | -13%
CCCc1ccc(C(=O)NNC(=O)c2ccc(Br)cc2)cc1 | · | · | -6 | -3%
COc1cc(/C=N/NC(=O)C(=O)N2CCCC2)ccc1O | 3 | 4% | ? | -2%
CCn1c(SCC(=O)Nc2ccc(NC(=O)c3ccco3)c(OC)c2)nc2ccccc2c1=O | 5 | -20% | -28 | -1%
O=c1cc(N2CCN(Cc3ccccc3)CC2)[nH]c(=O)n1-c1cccc(C(F)(F)F)c1 | -2 | · | 46 | -2%
O=C(Nc1cccc(NC(=O)c2cccs2)c1)c1ccco1 | ? | -3% | 3 | -7%
Next part:
SMILES | IMPase cell inh | 15-hLO-2 inh | PNC inhibitor | ALOX12 inhib
Cc1ccc2sc(NC(=O)CSc3nc(C)cc(C)c3C#N)nc2c1 | 7 | · | -13 | -10%
CCN(Cc1cc2cccc(C)c2[nH]c1=O)C(=O)c1ccccc1OC | -6 | 6% | ? | -3%
Cc1ccc(-c2nc(N)sc2CC(=O)OCC(=O)N2C(C)CCCC2C)cc1 (stereo unspecified) | 4 | · | ? | -3%
COc1cc(C2CC(=O)NC(SCC(=O)Nc3ccccc3C)=C2C#N)ccc1O (stereo unspecified) | 2 | -7% | -5 | -8%
C[N+](C)(CCCCCC[N+](C)(C)CCCN1C(=O)c2cccc3cccc(c23)C1=O)CCCN1C(=O)c2cccc3cccc(c23)C1=O | -9 | 33%[activator] | · | 9%
Cc1ccc(C2=Nc3ccccc3N=C(c3ccco3)C2)c(O)c1 | -16 | -7% | 29 | 2%
FC(F)(F)c1cc(-c2ccco2)nc(NCc2ccccc2)n1 | 5 | -12% | 45 | -5%
CCOC(=O)c1cc2occc2n1CC(=O)Nc1ccc(OC)cc1OC | 0 | -6% | -24 | -6%
Cc1cc(C)cc(Cn2ncc(Cl)c(Cl)c2=O)c1 | · | · | ? | -3%
COc1ccc(NC(=O)N(C2CCCCC2)C2CCN(C(C)C)CC2)c(OC)c1 | 6 | 9%[2.29 µM] | ? | 8%
COCCCN1C(=O)C(O)=C(C(C)=O)C1c1cccc(F)c1 (stereo unspecified) | -9 | 10% | 24 | 0%
CN1C(=O)SC(Nc2ccccc2)C1=O (stereo unspecified) | 1 | · | 26 | 2%

A draw from above in order of count of non-hydrogen atoms, ascending.
SMILES | IMPase cell inh | 15-hLO-2 inh | PNC inhibitor | ALOX12 inhib
CN1C(=O)SC(Nc2ccccc2)C1=O (stereo unspecified) | 1 | · | 26 | 2%
Cc1cc(C)cc(Cn2ncc(Cl)c(Cl)c2=O)c1 | · | · | ? | -3%
COc1cc(/C=N/NC(=O)C(=O)N2CCCC2)ccc1O | 3 | 4% | ? | -2%
O=C(Nc1cccc(NC(=O)c2cccs2)c1)c1ccco1 | ? | -3% | 3 | -7%
FC(F)(F)c1cc(-c2ccco2)nc(NCc2ccccc2)n1 | 5 | -12% | 45 | -5%
Cc1ccc(C2=Nc3ccccc3N=C(c3ccco3)C2)c(O)c1 | -16 | -7% | 29 | 2%
CCN(Cc1cc2cccc(C)c2[nH]c1=O)C(=O)c1ccccc1OC | -6 | 6% | ? | -3%
CCOC(=O)c1cc2occc2n1CC(=O)Nc1ccc(OC)cc1OC | 0 | -6% | -24 | -6%
Cc1ccc(-c2nc(N)sc2CC(=O)OCC(=O)N2C(C)CCCC2C)cc1 (stereo unspecified) | 4 | · | ? | -3%
COc1ccc(NC(=O)N(C2CCCCC2)C2CCN(C(C)C)CC2)c(OC)c1 | 6 | 9%[2.29 µM] | ? | 8%
COc1cc(C2CC(=O)NC(SCC(=O)Nc3ccccc3C)=C2C#N)ccc1O (stereo unspecified) | 2 | -7% | -5 | -8%
O=c1cc(N2CCN(Cc3ccccc3)CC2)[nH]c(=O)n1-c1cccc(C(F)(F)F)c1 | -2 | · | 46 | -2%
CCn1c(SCC(=O)Nc2ccc(NC(=O)c3ccco3)c(OC)c2)nc2ccccc2c1=O | 5 | -20% | -28 | -1%
C[N+](C)(CCCCCC[N+](C)(C)CCCN1C(=O)c2cccc3cccc(c23)C1=O)CCCN1C(=O)c2cccc3cccc(c23)C1=O | -9 | 33%[activator] | · | 9%

Following part.
SMILES | IMPase cell inh | 15-hLO-2 inh | PNC inhibitor | ALOX12 inhib
O=C(O)c1cc2c([nH]c1=O)CCCC2 | -18 | 0% | -25 | -9%
Cc1ccc(S(=O)(=O)NC(=O)c2ccc(-c3ccc(-c4ccccc4)cc3)o2)c(C)c1 | · | · | 48 | -1%
CCN(CC)S(=O)(=O)c1cccc(C(=O)N[C@H](C(=O)O)C(C)C)c1 | 3 | 2% | -19 | 1%
O=c1ncn(-c2cccc(F)c2)c2ncccc12 | -4 | -6% | -24 | 7%
COc1cccc(CNC(=O)CCl)c1 | 5 | · | ? | 0%
Cc1ccccc1OCC(=O)N1N=C(C(F)(F)F)CC1(O)C(C)(C)C (stereo unspecified) | 0 | · | -3 | -6%
Cc1ccc(S(=O)(=O)NNc2ccccc2)cc1 | 9 | ? | -16 | 16µM*
COC(=O)c1c(NC(=O)c2ccco2)sc(C)c1C | 1 | 2% | -81* | -5%
CCOC(=O)CSc1ncc(OC)c(Sc2ccc(Cl)cc2)n1 | -1 | · | 28 | 2%
Cc1ccc(S(=O)(=O)N2CCCC(C(=O)O)C2)s1 (stereo unspecified) | -1 | -5% | 36 | 3%
Cc1nnc(-c2cccc(Br)c2)c2cn(-c3ccccc3Cl)nc12 | 9 | -4% | -28 | -10%

Screening data as filed in PubChem.
